Bioassay records: PubChem BioAssay, several laboratories
TbHK1 inh = blocks Trypanosoma brucei hexokinase 1 activity | recombinant TbHK1, G6PDH-coupled NADH A340 | inhibition, % at 10 µM | 0.11% of 220,000 active;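 active = inhibition of 50% or more in the single-dose primary screen; inactive = inhibition below 50%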
BaF3 parental = parental Ba/F3 viability inhibition as JAK2V617F counter-screen; inhibition, % at 5.6 µM; AID 1486; CellTiter-Glo ATP luminescence; 1.1% of 220,000 active;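 active = inhibition above a per-campaign cutoff, the mean inhibition of all tested compounds plus 3 SD, cut at about 27% in these data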;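 also: 0% = DMSO wells and 100% = JAK Inhibitor I control wells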
PPC-1+TRAIL kill = PPC-1 cancer cell killing with TRAIL present. PPC-1 cells + TRAIL, ATPLite viability luminescence. cell killing (% activity), % at 4 µM. 0.41% of 220,000 active. AID 1443;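 active = cell killing above 50% in the first pass at 4 µM, then a duplicate retest at 5 µM averaging 50% or more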;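 also: plate controls were cells with TRAIL plus DMSO for no effect and medium-only wells lacking cells for full effect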
Ba/F3 V617F tox = reduce viability of Ba/F3 cells dependent on JAK2V617F; Ba/F3 EpoR-JAK2V617F viability, ATP luminescence; inhibition, % at 5.6 µM; 1.1% of 220,000 active; AID 1446;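 active = inhibition above the campaign mean plus 3 SD over all tested compounds, cut at about 24% in these data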;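 also: cytokine-independent growth of Ba/F3 cells driven by EpoR plus mutant JAK2; 0% = DMSO-treated cells and 100% = JAK inhibitor I control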
PGE2 EP2 inh = EP2 receptor (human) inhibition. C6 glioma cells expressing human EP2, cAMP TR-FRET; cells stimulated with saturating PGE2. inhibition, % at 25 µM. P43116. 0.52% of 260,000 active;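 active = percent inhibition above 40 after rounding to a whole number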;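 also: rat C6 glioma host cells with rolipram phosphodiesterase inhibitor present; the protocol text gives 20 µM as final concentration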
NCF1 inh = blocks human p47phox regulatory protein of NADPH oxidases | p47phox/p22phox peptide binding, fluorescence polarization, 2 h | inhibition, % at 24.7 µM | 0.53% of 220,000 active;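 active = inhibition above about 30%, limit read from the data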;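 also: 0% = p47phox with labelled peptide and 100% = labelled peptide alone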
Target sequence (P14598 whole entry, looked up): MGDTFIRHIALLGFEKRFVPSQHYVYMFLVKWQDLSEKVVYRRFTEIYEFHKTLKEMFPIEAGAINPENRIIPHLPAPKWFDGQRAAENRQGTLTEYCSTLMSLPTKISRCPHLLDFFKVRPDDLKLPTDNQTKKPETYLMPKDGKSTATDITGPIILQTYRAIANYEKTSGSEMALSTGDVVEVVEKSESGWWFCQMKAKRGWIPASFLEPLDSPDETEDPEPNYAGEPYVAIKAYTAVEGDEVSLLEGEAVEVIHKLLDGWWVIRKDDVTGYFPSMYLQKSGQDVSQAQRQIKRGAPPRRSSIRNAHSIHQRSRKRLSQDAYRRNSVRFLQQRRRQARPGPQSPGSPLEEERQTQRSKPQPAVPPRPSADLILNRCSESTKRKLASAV
Furin inh = blocks human furin protease activity; P09958; purified furin, fluorogenic substrate cleavage; inhibition, % at 30 µM; 0.061% of 220,000 active; AID 463115; in the data active = inhibition above about 25%; also: inactives centre near -15
Target sequence (P09958 108-714 limits assumed): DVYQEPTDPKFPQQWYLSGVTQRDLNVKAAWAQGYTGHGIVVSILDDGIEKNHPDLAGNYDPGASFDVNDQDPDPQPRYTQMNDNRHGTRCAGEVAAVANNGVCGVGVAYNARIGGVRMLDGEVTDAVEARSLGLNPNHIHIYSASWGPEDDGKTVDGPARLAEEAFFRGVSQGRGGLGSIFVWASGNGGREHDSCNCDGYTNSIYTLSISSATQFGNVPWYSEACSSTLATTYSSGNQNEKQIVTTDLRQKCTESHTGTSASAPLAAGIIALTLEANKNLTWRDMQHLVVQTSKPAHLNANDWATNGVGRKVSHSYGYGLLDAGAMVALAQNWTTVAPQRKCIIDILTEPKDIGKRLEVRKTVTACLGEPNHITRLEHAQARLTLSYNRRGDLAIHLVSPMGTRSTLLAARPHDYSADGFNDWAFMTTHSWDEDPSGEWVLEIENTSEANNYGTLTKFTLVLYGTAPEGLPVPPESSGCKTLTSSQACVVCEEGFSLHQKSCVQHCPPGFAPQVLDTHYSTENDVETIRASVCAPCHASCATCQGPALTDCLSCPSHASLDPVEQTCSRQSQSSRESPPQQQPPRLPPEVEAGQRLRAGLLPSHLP
p97 inhibitor = human p97 ATPase inhibition | inhibition, % at 8 µM | 0.42% of 220,000 active | recombinant p97 ATPase, Kinase-Glo ATP luminescence, 3 h | AID 1481; in the data active = inhibition above about 15%;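 also: 0% = DMSO vehicle and 100% = wells lacking enzyme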
RBBP9 inhibitor = blocks human serine hydrolase RBBP9. O75884. recombinant RBBP9, FP-Rh probe fluorescence polarization. inhibition, % at 7.94 µM. 0.2% of 220,000 active;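 active = inhibition above the campaign mean of all tested compounds plus 3 SD, cut at about 14% in these data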;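 also: plate controls were DMSO wells with RBBP9 for no effect and wells lacking RBBP9 protein for full effect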
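Measured by: FP readout at 525/598 nm; material: recombinant human RBBP9; also added: Serine-hydrolase probe FP-Rh, 375 nM pre-mixing; medium: Tris buffer pH 8.0, NaCl, Pluronic; replication: one well per compound; doses: one concentration, 7.94 µM nominal, 0.794% DMSO; timing: preincubation 30 min plus labeling 45 min at 25 °C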
* hit, by the source's call; / = not tested or not shown; & = joins results of further samples; [ ] = remark or other dose. Some of the compounds tested. The share of hits here may be higher or lower than overall.

Start of the listing, in advance (two entries):
SMILES	TbHK1 inh	BaF3 parental	PPC-1+TRAIL kill	Ba/F3 V617F tox	PGE2 EP2 inh	NCF1 inh	Furin inh	p97 inhibitor	RBBP9 inhibitor
O=C1c2ccccc2C(=O)N1CCOc1ccccc1	-2	1	/	-2	12	/	-24[20 µM]	-4	-2
COCCNC(=O)CSc1ccccc1C(=O)NCC1CCCCC1	-1	6	15	1	0	-14	-22	1	-3

The list itself, repeating the preview:
SMILES	TbHK1 inh	BaF3 parental	PPC-1+TRAIL kill	Ba/F3 V617F tox	PGE2 EP2 inh	NCF1 inh	Furin inh	p97 inhibitor	RBBP9 inhibitor
O=C1c2ccccc2C(=O)N1CCOc1ccccc1	-2	1	/	-2	12	/	-24[20 µM]	-4	-2
COCCNC(=O)CSc1ccccc1C(=O)NCC1CCCCC1	-1	6	15	1	0	-14	-22	1	-3
COc1ccccc1C(=O)Nc1ccc2nc(SCC(=O)N(C)C)sc2c1	0	8	21	5	8	-2	0	-6	-11
Clc1ccc(Cn2ccc(C3CC3)n2)cc1	-1	2	12	-4	1	2	-17	3	1
Cc1cc(C(=O)NNc2ccc(Cl)cc2)no1	-3	1	19	-4	10	-3	-15	14	-9
COc1ccc(NC(=O)c2cc(SC)ccc2Cl)cc1	1	0	-16	-1	5	-2	-20	16*	-7
O=C(/C=C/c1ccccc1)N1CCC[C@H]1CO	3	2	0	-3	10	-1	-26	4	-6
COC(=O)c1sc2nc(C)cc(-c3ccccc3)c2c1N	-7	3	4	-1	12	-13	-11	0	1
O=C(NCc1ccccc1Cl)c1ccccc1Oc1ccccc1	8	5	-19	0	3	-7	-4	2	-2
O=C(Nc1nc(-c2ccc3c(c2)OCCO3)cs1)c1ccc(S(=O)(=O)N2CCCCC2)cc1	-6	11	2	8	13	-18	-3	-3	-9
O=c1oc2ccccc2c(Nc2cccc3ccccc23)c1[N+](=O)[O-]	-18	6	0	0	15	-20	-10	-2	1
C=C(C)c1cccc(C(C)(C)NC(=O)N2CCN(c3ccccc3OC)CC2)c1	-5	2	5	1	4	-5	-32	3	-11
COc1ccc(/C=C2\COc3ccccc3C2=O)cc1OC	19	5	13	3	18	-14	1	-6	-7
COc1cc(C(=O)O)c2ccccc2n1	-7	0	-2	-4	9	-8	-28	5	-9
FC(F)(F)c1ccc(Cl)c(NC(=S)N/N=C/c2ccccc2Cl)c1	-13	-2	-4	4	15	-13	-5	1	-3

Reprinted at random: two entries already listed
SMILES	TbHK1 inh	BaF3 parental	PPC-1+TRAIL kill	Ba/F3 V617F tox	PGE2 EP2 inh	NCF1 inh	Furin inh	p97 inhibitor	RBBP9 inhibitor
O=c1oc2ccccc2c(Nc2cccc3ccccc23)c1[N+](=O)[O-]	-18	6	0	0	15	-20	-10	-2	1
O=C(Nc1nc(-c2ccc3c(c2)OCCO3)cs1)c1ccc(S(=O)(=O)N2CCCCC2)cc1	-6	11	2	8	13	-18	-3	-3	-9

Going on with the list.
SMILES	TbHK1 inh	BaF3 parental	PPC-1+TRAIL kill	Ba/F3 V617F tox	PGE2 EP2 inh	NCF1 inh	Furin inh	p97 inhibitor	RBBP9 inhibitor
CCOc1ccc(NC(=S)N2CCn3c(nc4ccccc43)C2)cc1	-2	7	10	-2	2	-7	-37	1	0
Cc1nc(CNS(=O)(=O)c2ccc3ccccc3c2)cs1	0	0	-14	-4	14	-10	-12	4	-6
O=C(NNC(=S)NC1CCCCC1)c1ccccc1Cl	6	3	9	2	6	-1	-30	-3	-5
O=C(CCNS(=O)(=O)c1ccc(Br)cc1)NCc1cccs1	3	2	10	-2	9	-1	-25	4	-7
Cn1c(SCc2nnc3n2CCCCC3)nc2ccccc21	-3	-1	12	-4	5	-8	7[20 µM]	1	-2
CC(=O)N(C)c1ccc(NC(=S)Nc2cccc3ccccc23)cc1	-4	4	29	3	8	1	-11	-4	-5
COC(=O)c1[nH]c(C)c(/C(O)=C2\C(=O)C(=O)N(CCN(C)C)C2c2ccccc2OC)c1C (stereo not given)	-91	3	6	3	13	-15	-2	-5	-12
CCOC(=O)N1CCC(NC(=O)COc2cc(=O)n(C)c3ccccc23)CC1	-11	2	40	-4	14	-7	-34	0	-5
Cc1ccccc1/C=C/c1nc2ccccc2c(=O)[nH]1	-39	-3	25	5	12	-7	-8	-4	-7
CCCCS(=O)CC(CS(=O)CCCC)OC(=O)c1ccc(C)cc1 (stereo not given)	1	5	-6	6	7	-5	-7[20 µM]	-2	0
Cc1ccc(CN2CCN(Cc3cnn(-c4ccc(F)cc4)c3)CC2CCO)o1 (stereo not given)	-5	9	/	3	7	-9	-23	2	1
COc1ccc(OC)c(NC(=O)c2ccc(NC(C)=O)cc2)c1	-4	2	18	3	14	-8	-20	-3	-10
Cc1cc(O)ccc1N1C(=O)c2cccc3cc([N+](=O)[O-])cc(c23)C1=O	5	7	9	3	10	-14	-7	4	-4
CC(=O)/C(N=Nc1cccc(C(F)(F)F)c1)=C(\C)O	-6	5	12	2	4	-4	-26	1	-3
O=C(Cn1c(=O)oc2ccccc21)Nc1nc(-c2ccc(Br)cc2)cs1	-11	1	25	-3	6	-15	3	6	-6
CN(C(=S)Oc1ccc(C(=O)Nc2ccccc2)cc1)c1ccccc1	3	2	7	-1	2	-8	-22	4	-14
Cc1cc(Nc2cccc(C)c2C)n2ncnc2n1	1	3	2	-2	10	2	-16	4	9
CCc1cccc(C)c1NC(=O)COC(=O)c1c2c(nc3ccccc13)/C(=C\c1cccs1)CCC2	-14	2	24	1	2	-32	-8	1	-4
O=C(COc1nnc2ccccn12)N1CCN(S(=O)(=O)c2ccccc2)CC1	-6	4	/	2	23	/	-13[20 µM]	4	-6
CCc1ccc(CNC(=O)C2CC(=O)N(CCc3ccc(C)cc3)C2)cc1 (stereo not given)	0	5	0	0	6	3	-21[20 µM]	-4	-6
CCCn1c(N)c(C(=O)NS(=O)(=O)c2ccc(C)cc2)c(=O)n(C)c1=O	-3	7	10	2	6	-4	0	4	-11
COC(=O)C1CCN(c2cc(=O)n(Cc3ccc(F)cc3)c(=O)[nH]2)CC1	-1	0	7	-2	21	-14	-8[20 µM]	1	-2
COc1cc2c(cc1OC)C(c1ccccc1N)=NCC2	-14	47*	-3	38*	10	-3	-8	6	0
O=C(NCCCN1CCOCC1)c1cc2c(s1)CCC2	-3	-1	-1	-2	7	-6	-16[20 µM]	4	-11
S=c1sc(SCCOc2ccccc2)nn1-c1ccccc1	-5	4	-10	-1	9	-9	-12	3	-4
Cc1ccc2c(c1)nnn2C1CCN(C(=O)Nc2ccccc2C)CC1	-12	2	8	-1	8	0	4	3	2
Cc1c(NC2=NC3(CCCCC3)Cc3ccccc32)c(=O)n(C)n1-c1ccccc1	-4	2	7	2	18	-8	-14[20 µM]	-4	-7
COc1cccc(C(O)CC(N)=O)c1 (stereo not given)	1	4	-12	1	16	18	-25	-4	-6
CCN(CC)CCN(Cc1cc2ccc(C)c(C)c2[nH]c1=O)C(=S)NCc1ccco1	-1	6	17	-1	8	-14	-14	2	-7
COC(=O)C(=C/C(C)=C/c1cccnc1)C(=O)OC	0	-5	-2	-4	6&8	5	-25	4	-6
CSc1ccc(CNc2ccc(C)cc2)cc1	4	3	5	0	6	2	-3[20 µM]	-7	-4
COC(=O)c1ccccc1NS(=O)(=O)c1ccc(Cl)nc1	0	1	9	0	9	3	-30	1	3
O=C(Cc1ccccc1)NC(=S)Nc1cccc(C(F)(F)F)c1	4	3	-20	-2	32	-6	4[20 µM]	-2	-13
CSCCC(NC(=O)c1ccc(Cl)cc1Cl)C(=O)OCC(N)=O (stereo not given)	-5	1	-6	-2	7	-9	-28	2	-7
Cc1csc(NC(=O)CSc2nsc(SCC(=O)Nc3nc(C)cs3)c2C#N)n1	3	5	41	3	14	-17	-21	2	-5
COc1ccc(-c2nn(-c3ccccc3)cc2C(=O)Nc2nccs2)cc1	-3	5	0	3	15	-7	1[20 µM]	-8	-19
CCn1nc(NC(=O)C2CCCO2)c2cc3cccc(C)c3nc21 (stereo not given)	-4	-1	7	0	10	-13	-11	0	1
CCOC(=O)C(=O)/C(C#N)=C/Nc1ccc(F)cc1	-19	3	23	-1	23	-10	-14[20 µM]	2	4
O=C(CN1C(=O)c2ccccc2C1=O)Nc1ccc(N2CCOCC2)cc1	-3	3	-2	-2	13	-3	-25	1	-7
Cc1ccccc1OCC(=O)Nc1ccccc1N1CCOCC1	0	3	26	-6	18	-3	-8[20 µM]	6	0
CCN(CC)C(=O)CSc1nnc(-c2ccc(S(=O)(=O)N3CCCC3)cc2)o1	-2	3	27	-3	5	-6	-27[20 µM]	2	-8
N#CC(C(=O)NC1CCCCC1)c1nc2ccccc2nc1N1CCN(c2ccc(F)cc2)CC1 (stereo not given)	-9	1	-17	-6	11	-5	-18	3	-4
CCOc1ccc(CCNC(=O)c2cc3c(C)nccc3[nH]c2=O)cc1OCC	-10	6	1	4	14	-3	-22	0	3
O=C(CSc1nc2ccsc2c(=O)n1CC1CCC(C(=O)O)CC1)c1ccc(Cl)cc1 (stereo not given)	5	-1	0	-3	2	-7	-13	4	-5
CC(=O)c1ccc(NC(=S)NCCCN2CCOCC2)cc1	-7	2	-3	-2	7	1	-12	5	-10
Cc1ccc(NC(=O)/C=C/c2cccc([N+](=O)[O-])c2)nc1	0	12	-5	0	3	-5	-32	2	3
Cc1cccc(-n2c(O)c(/C=N/NC(=O)c3ccccc3Cl)c3ccccc3c2=O)n1	-7	4	1	-1	6	5	-6	3	0
O=S(Cc1ccc(Cl)cc1)CC(O)(c1ccccc1)c1ccccc1 (stereo not given)	4	4	6	-2	2	2	-1[20 µM]	1	-7
N#Cc1c(NC(=O)CSc2ccccn2)oc(-c2ccccc2)c1-c1ccccc1	0	5	12	3	14	-63	-1[20 µM]	-5	-2
CC1Cc2ccccc2N1C(=O)CNCCCN(C)C (stereo not given)	-4	4	4	-3	/	-3	-18[20 µM]	3	-3
O=C(CO/N=C1\CCCc2nonc21)Nc1ccccc1Cl	-1	6	1	0	7	-5	-16	10	1
CCc1cc(SC#N)cc(C)c1N	1	8	16	7	4	-4	-15	0	1
CN(C)C(=O)N1CCCC(C(=O)NCc2cccs2)C1 (stereo not given)	-5	2	11	-3	14	-1	-27	5	-9
Cc1cc(C)cc(CSCC(=O)NN=C2CCCCCC2)c1	-6	5	-14	-1	6	-7	-32	3	-1
Cc1ccc(NCN2C(=O)c3ccccc3C2=O)c(C)c1	1	4	1	-1	15	-6	-24	6	-3
O=c1c2ccccc2c(-c2ccc(Br)cc2)nn1Cc1ccccc1	-2	2	17	2	9	-16	-7[20 µM]	0	-4
COC(=O)c1cc(C#N)c(OC)nc1C	-2	5	11	0	6	-5	-15	-1	-6
O=C(Nc1ccccc1-c1ccccc1)c1cccc([N+](=O)[O-])c1	2	-1	6	-2	15	-7	-18	4	3
N#Cc1cc(-c2ccccc2)nnc1Sc1ccccc1	-8	3	26	-2	9	-4	-25[20 µM]	2	-5
COc1ccc(C2C(C#N)=C(C)NC(C)=C2C(=O)OC(C)C)c(OC)c1 (stereo not given)	-10	3	18	0	7	-3	-25	2	-10
More compounds.
SMILES	TbHK1 inh	BaF3 parental	PPC-1+TRAIL kill	Ba/F3 V617F tox	PGE2 EP2 inh	NCF1 inh	Furin inh	p97 inhibitor	RBBP9 inhibitor
COc1ccc(C(=O)O)cc1S(=O)(=O)NC(C)(C)C	-6	-3	23	-3	3	-7	-35	6	3
CC1(C)OC2OC(C(=O)N/N=C/c3cc(Br)ccc3O)C3OC(C)(C)OC3C2O1 (stereo not given)	-4	5	6	-1	9	-8	-26	5	-6
O=C(CN1C(=O)NC2(CCCC2)C1=O)NCCC1=CCCCC1	4	7	-2	-2	14	2	-9[20 µM]	1	3
CCOc1ccc(N2CC(C(=O)Nc3cccc(C)c3C)CC2=O)cc1 (stereo not given)	0	3	-8	-3	7	-12	23[20 µM]	6	0
